# SW480 rerep = A quantitative high throughput screen for small molecules that induce DNA re-replication in SW480 colon adenocarcinoma cells. SW480 DNA re-replication, Hoechst DNA content imaging, 48 h. Potency, µM (series often up to 46.1 µM), inactives show at the highest dose re-replication activation, most hits filed as activators. 340,000 tested, 1.8% active. AID 624297, 2012; note: potency is the fitted concentration of half-maximal effect; % of control where 0% means no effect; nearly all actives have a fitted effect of over 55% in size
#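 First, 250 cells per well were seeded. Next, compound or vehicle (23 nL) was pinned in, plates sat 48 hr at 37 C. Finally Hoechst was added for 40 min before fluorescence scanning.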
# ATXN2 expr inh = Primary qHTS for Inhibitors of ATXN expression. HEK-293 ATXN2-luciferase reporter, luminescence, 24 h. Potency, µM (doses to about 57 µM), for the others: at the top dose activity change, negative = inhibition, usual class: inhibitors. 360,000 tested, 0.72% active; note: potency is the fitted concentration of half-maximal effect; % is set by controls: 0 for no effect and ±100 for the full control effect; nearly all actives have a fitted effect of over 55% in size
#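 ATXN2-luciferase reporter cells (luciferase flanked by upstream and downstream ATXN2 gene portions) were treated 24 h at 37 °C with compounds at up to 57 uM. SteadyGlo luminescence gave expression; GF-AFC fluorescence gave viability.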
# HT1080NT lethal = qHTS for induction of synthetic lethality in tumor cells producing 2HG: qHTS for the HT-1080-NT fibrosarcoma cell line. 360,000 tested, 1.6% active. AID 686970, 2013. Potency, µM (doses to about 46.1 µM), for the others: top-dose activity, negative = less viability, hits mostly cytotoxic. HT-1080-NT fibrosarcoma viability, CellTiter-Glo ATP luminescence, 48 h;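 note: NT is the 2HG producing partner of a matched IDH1 knockdown line; potency is the fitted concentration of half-maximal effect; 0% = DMSO-treated cells and -100% = media-only wells without cells; nearly all actives have a fitted effect of over 55% in size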
#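 Read-out is CellTiter-Glo luminescence after 10 minutes at room temperature, following 48 hours' compound treatment of HT-1080-NT cells (750 cells/well, RPMI, 5% FBS, 37 degrees C).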
# MCF10A rereplic = A quantitative high throughput screen for small molecules that induce DNA re-replication in MCF 10a normal breast cells. MCF 10A DNA re-replication, Hoechst nuclear intensity, 48 h. Potency, µM (series often up to 46.1 µM), for inactives: at the highest dose activity, positive = re-replication, hits mostly activators. 350,000 tested, 2.9% active. AID 624296, 2012; note: potency is the fitted concentration of half-maximal effect; % of control where 0% means no effect; nearly all actives have a fitted effect of over 50% in size
# KB-3-1 tox = qHTS assay for MDR1-selective chemotherapeutics: Primary screen using the parental adenocarcinoma cell KB-3-1; Potency, µM (top dose mostly 46.1 µM), for the others: at the highest dose activity change, negative = cytotoxic, usual class: cytotoxic; 400,000 tested, 1.4% active; KB-3-1 viability, CellTiter-Glo ATP luminescence, 72 h; note: potency is the fitted concentration of half-maximal effect; % is set by controls: 0 for no effect and ±100 for the full control effect; nearly all actives have a fitted effect of over 60% in size
#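 Viability of parental KB-3-1 cells, measured by CellTiter-Glo luminescence, followed a 72 h incubation at 37 °C with pinned compounds in phenol-red-free DMEM containing 10% FBS.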
# KB-V1 cytotox = qHTS assay for MDR1-selective chemotherapeutics: Primary screen using the drug-selected MDR subline cells KB-V1; KB-V1 MDR cells viability, CellTiter-Glo, 72 h; Potency, µM (titrated, usually from 46.1 µM), without a hit: top-dose activity change, negative = cytotoxicity, hits mostly cytotoxic; 400,000 tested, 3.4% active; AID 1347076, 2019; note: potency is the fitted concentration of half-maximal effect; % is set by controls: 0 for no effect and ±100 for the full control effect; nearly all actives have a fitted effect of over 60% in size
#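 Drug-selected KB-V1 cells, grown in DMEM lacking phenol red with 10% FBS, receive compound titrations; after three days at 37 degrees C, surviving cell ATP is quantified by CellTiter-Glo luminescence and responses normalized and curve-fitted.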
# WRN inhibitor = qHTS for Inhibitors of WRN Helicase; Bifunctional 3'-5' exonuclease/ATP-dependent helicase WRN (Homo sapiens), Q14191; WRN helicase unwinding, fluorescent forked duplex, kinetic; Potency, µM (doses to about 114 µM), without a hit: at the highest dose activity change, negative = inhibition, hits mostly inhibitors; 360,000 tested, 0.46% active; AID 651768, 2012; note: potency is the fitted concentration of half-maximal effect; % is set by controls: 0 for no effect and ±100 for the full control effect; nearly all actives have a fitted effect of over 55% in size
# Target sequence (Q14191 whole entry, looked up): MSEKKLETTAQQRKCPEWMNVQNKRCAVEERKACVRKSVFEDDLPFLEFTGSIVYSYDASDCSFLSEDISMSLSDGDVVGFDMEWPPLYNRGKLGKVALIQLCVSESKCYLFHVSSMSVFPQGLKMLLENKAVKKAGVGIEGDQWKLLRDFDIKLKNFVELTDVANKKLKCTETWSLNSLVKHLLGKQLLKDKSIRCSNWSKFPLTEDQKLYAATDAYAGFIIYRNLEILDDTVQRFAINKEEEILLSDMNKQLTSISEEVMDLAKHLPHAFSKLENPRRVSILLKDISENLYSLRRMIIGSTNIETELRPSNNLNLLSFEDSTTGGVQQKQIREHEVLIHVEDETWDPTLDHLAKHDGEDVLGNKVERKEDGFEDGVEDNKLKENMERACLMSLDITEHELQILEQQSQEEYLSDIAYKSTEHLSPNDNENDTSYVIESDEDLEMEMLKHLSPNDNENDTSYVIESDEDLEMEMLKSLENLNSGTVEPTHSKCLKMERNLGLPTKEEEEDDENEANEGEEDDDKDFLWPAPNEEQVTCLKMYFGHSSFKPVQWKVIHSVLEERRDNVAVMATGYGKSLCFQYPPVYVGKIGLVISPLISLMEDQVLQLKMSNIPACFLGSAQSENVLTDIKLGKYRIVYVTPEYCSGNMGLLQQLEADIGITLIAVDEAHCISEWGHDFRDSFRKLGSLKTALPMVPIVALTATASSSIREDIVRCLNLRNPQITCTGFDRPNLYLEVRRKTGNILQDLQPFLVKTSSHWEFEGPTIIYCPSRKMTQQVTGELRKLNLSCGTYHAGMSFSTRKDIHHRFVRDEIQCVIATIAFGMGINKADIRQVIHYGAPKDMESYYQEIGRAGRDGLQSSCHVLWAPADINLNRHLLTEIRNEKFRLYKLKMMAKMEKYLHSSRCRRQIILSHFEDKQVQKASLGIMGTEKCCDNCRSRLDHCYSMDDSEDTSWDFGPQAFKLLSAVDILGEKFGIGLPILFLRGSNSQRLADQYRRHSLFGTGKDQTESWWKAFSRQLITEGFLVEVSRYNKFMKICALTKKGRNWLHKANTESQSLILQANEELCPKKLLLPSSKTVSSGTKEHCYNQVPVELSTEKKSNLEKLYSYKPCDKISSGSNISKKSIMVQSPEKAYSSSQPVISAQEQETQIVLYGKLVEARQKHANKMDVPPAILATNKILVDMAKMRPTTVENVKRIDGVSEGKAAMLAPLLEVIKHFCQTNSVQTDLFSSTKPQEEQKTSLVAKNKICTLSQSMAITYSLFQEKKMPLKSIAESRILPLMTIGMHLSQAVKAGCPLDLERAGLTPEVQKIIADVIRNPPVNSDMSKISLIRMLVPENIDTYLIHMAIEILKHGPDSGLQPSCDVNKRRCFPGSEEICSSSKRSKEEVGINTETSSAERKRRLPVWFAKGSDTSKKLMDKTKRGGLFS
#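 Primary qHTS, 1536-well format. 20 nM WRN + compound, 15 min RT; start with 100 nM forked fluorophore/quencher duplex, 2 mM ATP (final); kinetic read ex 525/em 598 nm.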
# HT1080 IDH1KD tx = qHTS for induction of synthetic lethality in tumor cells producing 2HG: qHTS for the HT-1080-IDH1KD cell line; HT-1080 IDH1 knockdown viability, ATP luminescence, 48 h; Potency, µM (series often up to 46.1 µM), for the others: at the highest dose activity, negative = toxicity, actives largely listed as cytotoxic; 360,000 tested, 2% active; AID 686971, 2013;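 note: potency is the fitted concentration of half-maximal effect; 0% = DMSO wells and -100% = cell-free medium wells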
#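 Cytotoxicity counter-line: IDH1KD HT-1080, 48 h, CellTiter-Glo. Curves classed by r2, magnitude and activity.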
# IL-1B inflam inh = qHTS for Inhibitors of Inflammasome Signaling: IL-1-beta AlphaLISA Primary Screen. THP-1 LPS/ATP IL-1B secretion, AlphaLISA, 16 h; active compounds read low. 360,000 tested, 4.7% active. activity change, % at 57.5 µM. AID 743279, 2014; in the data active = activity change below about -50%; inconclusive = mostly about -30% to -49%; note: % is set by controls: 0 for no effect and ±100 for the full control effect
#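 THP-1 cells pretreated 1 hr with compounds (up to 57.5 uM final), then stimulated with LPS (250 ng/mL final) plus ATP (1.25 mM final); secreted IL-1B measured by AlphaLISA after 16 hr, decreased signal indicating inhibition.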
# * = called active by the depositor; u = inconclusive; x = no result given; & = joins results of further samples; [ ] = dose if it differs, or a comment. Unless noted, calls come from the whole dose curve; as a rule, active = well fitted curve in the direction sought with a large enough effect; inconclusive = small, poorly fitted or top-dose-only effect, or another doubt; inactive = no such curve, though single readings can be large; an effect the other way counts as inactive or inconclusive.
(1) COC(=O)c1cn(-c2ccccc2)c(C)c1C(=O)OC
(2) O=C(O)CCCn1cc(NC(=O)COc2ccccc2[N+](=O)[O-])cn1
(3) CCc1cccc(NS(=O)(=O)c2c(C)nc3sc(CC)nn3c2=O)c1
(4) Cc1nc(N2CCN(Cc3ccccc3)CC2)[nH]c(=O)c1C
(5) COc1ccc(N=C2SC(C(N)=O)CC(=O)N2CCc2ccc(OC)c(OC)c2)cc1 (stereo not given)
(6) COc1cc([C@H]2OC[C@H]3[C@@H]2CO[C@@H]3c2ccc(O[C@H]3O[C@H](CO)[C@@H](O)[C@H](O)[C@H]3O)c(OC)c2)ccc1O[C@@H]1O[C@H](CO)[C@@H](O)[C@H](O)[C@H]1O
(7) COc1ccc(S(=O)(=O)c2c(N)n(Cc3ccco3)c3nc4ccccc4nc23)cc1
(8) CC(C)Oc1cccc(C(=O)NC2=NCCS2)c1

Compound	1	2	3	4	5	6	7	8
SW480 rerep	-7%[9.22 µM]	-16%	-15%	-7%	0%	-45%[inhibitor][9.22 µM]	u	-10%
ATXN2 expr inh	0%	18%	-3%&0%	3%	-1%	6%	-7%	38%
HT1080NT lethal	-1%	5%	9%	5%	-6%	0%	-14%	7%
MCF10A rereplic	-4%	6%	19%	-80%[0.0737 µM]	-3%	u	u	-2%
KB-3-1 tox	16%	-12%	0%&-20%	4%	-1%	-17%	5%	8%
KB-V1 cytotox	-1%	-12%	u	7%	-3%	-23%	0%	16%
WRN inhibitor	6%	5%	-2%	4%	-1%	-2%	35µM*	3%
HT1080 IDH1KD tx	2%	-1%	1%	13%	-5%	10%	-23%	13%
IL-1B inflam inh	-3	19	23	-5	-1	0	-6	-7

(9) COc1ccc(-c2[nH]ncc2CN(C)C(C)c2cccs2)c(F)c1 (stereo not given)
(10) Nc1nc(-c2ccc(C(=O)O)cc2)cs1
(11) COc1cc(/C=C/C(=O)OCC(=O)Nc2cc(C)on2)ccc1OCC#N
(12) COc1cccc(OC)c1C(=O)N1CC(C)OC(C)C1 (stereo not given)
(13) Cn1c(=O)n(Cc2ccc(Cl)cc2)c(=O)c2c1nc1n2CCN1Cc1ccco1
(14) COc1c(S(=O)(=O)N2CCN(C)CC2)ccc(Cl)c1Cl
(15) Cc1cc(C)cc(-n2c(C)cc(/C=C3\C(=N)N4N=C(CC(C)C)SC4=NC3=O)c2C)c1
(16) CCNC(=S)NCc1ccc(F)cc1

Compound	9	10	11	12	13	14	15	16
SW480 rerep	-85%[inhibitor]	0%	36%	-8%	-1%	2%	2%	-3%
ATXN2 expr inh	5%	-3%	-22%	-6%	-18%	-1%	10%	-7%
HT1080NT lethal	2%	7%	-5%	2%	-10%	-12%	1%	-1%
MCF10A rereplic	30%	-3%	-1%	-5%	7%	2%	18µM*	-4%
KB-3-1 tox	-22%	3%	u	4%	u	-1%	u	-7%
KB-V1 cytotox	-15%	3%	0%	-13%	12µM*	u	21µM*	-2%
WRN inhibitor	-4%	6%[57.1 µM]	-1%	-14%	37%[activator]	10%	-13%	0%
HT1080 IDH1KD tx	-6%	1%	-5%	-2%	1%	-6%	9%	-5%
IL-1B inflam inh	-10	11	-2	7	-1	-11	-3	92

# WRN inhibitor: what is marked active above
cpd	Molecule	WRN inhibitor	IL-1B inflam inh
7	COc1ccc(S(=O)(=O)c2c(N)n(Cc3ccco3)c3nc4ccccc4nc23)cc1	35µM*	-6

# Continued.
(17) CC(c1cccs1)N(C)Cc1nc(CCc2ccccc2)no1 (stereo not given)
(18) COCc1c(Br)c(C)nc(OCC(=O)N/N=C/c2ccc(C)o2)c1C#N
(19) O=C(CN1CCOCC1)Nc1nc(-c2ccc(Cl)cc2)cs1
(20) O=C(Nc1cc(Oc2ccc(Cl)cc2)cc([N+](=O)[O-])c1)c1ccco1
(21) C[C@H](CO)N1C[C@H](C)[C@@H](CN(C)S(=O)(=O)c2cn(C)cn2)Oc2c(NS(=O)(=O)c3cccs3)cccc2C1=O
(22) Cc1ccc(C(=O)NC(=S)NNC(=O)CCN2CCOCC2)cc1
(23) CCCCn1c(-c2csc3c2CCCC3)n[nH]c1=S
(24) CC(Sc1nnc(-c2ccco2)n1C)C(=O)N1C(C)CCCC1C (stereo not given)

Compound	17	18	19	20	21	22	23	24
SW480 rerep	-7%	8%	1%	0%	u	-56%[inhibitor]	1%	-6%
ATXN2 expr inh	6%	-5%	-17%	-10%	2%	7%	7%	4%
HT1080NT lethal	22%	1%	-5%	u	0%	-5%	-3%	15%
MCF10A rereplic	13%	0.73µM*	6%	16µM*	9%	-14%	20%	1%
KB-3-1 tox	7%	20%	-14%	0%	0%	2%	7%	0%
KB-V1 cytotox	-14%	u	u	0%	6%	u	21µM*	-25%
WRN inhibitor	-4%	-1%	4%	-25%	1%	-5%	-9%	-4%
HT1080 IDH1KD tx	20%	0%	-8%	u	1%	-6%	-22%	0%
IL-1B inflam inh	61	-23	u	-8	27	22	-3	10

(25) COP(=O)(OC)OC(C(=O)c1ccccc1)c1ccc(Cl)cc1 (stereo not given)
(26) CSC[C@H]1CN(c2ccccc2)C(=O)[C@@H]1CC(=O)Nc1ccccc1
(27) Cc1ccsc1/C=N/NC(=O)c1cc(-c2ccncc2)nc2ccccc12
(28) Cc1ccc(S(=O)(=O)c2cc(N3CCOCC3)nc(-c3ccccc3)n2)cc1
(29) O=C(NC1CC1)C1CCN(C2CCN(C(=O)/C=C/c3ccc(F)cc3)CC2)CC1
(30) O=C(CCn1nnc(-c2cccs2)n1)N1CCc2ccccc2C1
(31) Cc1cn([C@H]2C[C@H](O)[C@@H](CNCc3ccc(N4CCN(C)CC4)cc3F)O2)c(=O)[nH]c1=O
(32) CCSc1nnc(-c2ccc(OC)cc2)o1

Compound	25	26	27	28	29	30	31	32
SW480 rerep	x	x	1.5µM*	-17%	-16%	-4%	x	3%
ATXN2 expr inh	x	1%	-8%	3%	11%	1%	-14%	44%[activator]
HT1080NT lethal	-2%	12%	u	17%	6%	10%	-18%	22%
MCF10A rereplic	x	x	0.73µM*	-1%	u	u	x	-3%
KB-3-1 tox	1%	-15%	1.2µM*	-3%	0%	7%	-12%	9%
KB-V1 cytotox	-24%	-27%	u	u	7%	-30%	9%	2%
WRN inhibitor	-3%	5%	-15%	0%	-8%	-10%	4%	4%
HT1080 IDH1KD tx	-2%	5%	0.92µM*	23%	7%	25%	-7%	20%
IL-1B inflam inh	-14	-4	-10	-11	0	0	-7	-14

# Arranged by SMILES length (highest first): some entries from above.
(31) Cc1cn([C@H]2C[C@H](O)[C@@H](CNCc3ccc(N4CCN(C)CC4)cc3F)O2)c(=O)[nH]c1=O
(20) O=C(Nc1cc(Oc2ccc(Cl)cc2)cc([N+](=O)[O-])c1)c1ccco1
(1) COC(=O)c1cn(-c2ccccc2)c(C)c1C(=O)OC

Compound	31	20	1
SW480 rerep	x	0%	-7%[9.22 µM]
ATXN2 expr inh	-14%	-10%	0%
HT1080NT lethal	-18%	u	-1%
MCF10A rereplic	x	16µM*	-4%
KB-3-1 tox	-12%	0%	16%
KB-V1 cytotox	9%	0%	-1%
WRN inhibitor	4%	-25%	6%
HT1080 IDH1KD tx	-7%	u	2%
IL-1B inflam inh	-7	-8	-3

# (further entries)
(33) CCOC(=O)CSc1nc(N)c(C(=O)Nc2ccc(N(C)C)cc2)s1
(34) CC(Oc1ccc2c(c1)c1ccnc3c4ccccc4c(=O)n2c13)C(=O)NCCN1CCOCC1 (stereo not given)
(35) COc1ccc(N(C(C)=O)S(=O)(=O)c2cccs2)cc1
(36) CCN(C(=O)C1CCCO1)c1ccccc1 (stereo not given)
(37) C=CCn1c(-c2ccccc2)cc(SC)c(C#N)c1=O
(38) COC(=O)c1ccc(NC(=O)CO/N=C2\CCCc3nonc32)cc1
(39) Fc1ccc(CNCc2ccccc2Cl)cc1
(40) O=C(c1cnn2c(C(F)(F)F)cc(-c3cccs3)nc12)N1CCOCC1

Compound	33	34	35	36	37	38	39	40
SW480 rerep	-2%	u	-4%	-8%	-61%[inhibitor]	-5%	0%	u
ATXN2 expr inh	-22%	-2%	1%	8%	-1%	-28%	5%[11.3 µM]	4%
HT1080NT lethal	-4%	-9%	-2%	7%	2%	0%	26%	8%
MCF10A rereplic	13%	1.6µM*	2%	-14%	-4%	7%	-4%	u
KB-3-1 tox	14%	-1%	27%	0%	-2%	-4%	-8%	6%
KB-V1 cytotox	-7%	0%	10%	19%	-3%	u	13%	-11%
WRN inhibitor	-2%	1%	-10%	3%	5%	-4%	-1%	5%
HT1080 IDH1KD tx	u	-7%	-1%	3%	-9%	-9%	3%	11%
IL-1B inflam inh	u	-51*	14	19	2	-16	-14	5

(41) CC(=O)Nc1ccc(NC(=O)CSCCc2ccccn2)cc1
(42) CCC(CC)=NNC(=O)c1ccccc1OCc1ccc(F)cc1
(43) Cc1nn(C)cc1S(=O)(=O)Nc1ncccn1
(44) O=C1c2ccccc2-c2ccc(C(=O)N3CCOCC3)cc21

Compound	41	42	43	44
SW480 rerep	-10%	0%	-12%	-5%
ATXN2 expr inh	3%	-5%	4%	12%
HT1080NT lethal	11%	7%	18%	u
MCF10A rereplic	6%	0%	2%	1%
KB-3-1 tox	-6%	-6%	2%	13%
KB-V1 cytotox	2%	3%	12%	11%
WRN inhibitor	5%	-29%[57.1 µM]	4%	0%
HT1080 IDH1KD tx	12%	0%	10%	17%
IL-1B inflam inh	-5	36	7	-20

# Compound activity deposited in PubChem by National Center for Advancing Translational Sciences (NCATS).
